Compound activity from PubChem.
bCat KO growth = beta-catenin-lacking colon tumor cell growth suppression; HCT116 beta-catenin knockout viability, CellTiter-Glo, 60 h; hits give low values; viability, % at 10 µM; 1.5% of 140,000 active; AID 818;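 active = viability at or under a set limit, the compound median less 4 SD, cut at about 6% in these data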;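 note: 0% = Hyamine 1622 control at 20 µM and 100% = untreated cell control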
Measles CPE = protection of cells from measles virus; AID 841; protection (pct of control), % at 4 µM; Measles virus-infected cells, CPE protection, absorbance; 1.5% of 140,000 active; in the data active = protection mostly above about 24%, no sharp cut-off; inactive = mostly below about 26%; note: some compounds called inactive have numbers as strong as hits
Yeast life ext = extends the lifespan of yeast; S. cerevisiae growth with nicotinamide, OD615; deaD strain in restrictive glucose medium; inhibition of the nicotinamide effect, % at 10 µM; 0.68% of 130,000 active; AID 775;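 active = inhibition above a set limit, placed 3 SD over the median of all compounds, cut at about 26% in these data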;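 note: 0% = nicotinamide-treated wells and 100% = cells grown without nicotinamide; some compounds called inactive have numbers as strong as hits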
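Test system – modified budding yeast, DeaD strain · Compound – single dose 10 µM compound, 0.25% DMSO · Times – culture preincubation 4 h, compound exposure 48 h, both 30 °C · Detection – optical density (absorbance) at 615 nm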
NPY-Y2 antag = blocks the human neuropeptide Y Y2 receptor; NPY-Y2 expressing cells, antagonist mode; inhibition, % at 2.7 µM; 0.99% of 140,000 active; P49146; in the data active = inhibition above about 17%;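 note: 0% = vehicle with agonist challenge and 100% = reference antagonist with challenge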
Target sequence (P49146 whole entry, looked up): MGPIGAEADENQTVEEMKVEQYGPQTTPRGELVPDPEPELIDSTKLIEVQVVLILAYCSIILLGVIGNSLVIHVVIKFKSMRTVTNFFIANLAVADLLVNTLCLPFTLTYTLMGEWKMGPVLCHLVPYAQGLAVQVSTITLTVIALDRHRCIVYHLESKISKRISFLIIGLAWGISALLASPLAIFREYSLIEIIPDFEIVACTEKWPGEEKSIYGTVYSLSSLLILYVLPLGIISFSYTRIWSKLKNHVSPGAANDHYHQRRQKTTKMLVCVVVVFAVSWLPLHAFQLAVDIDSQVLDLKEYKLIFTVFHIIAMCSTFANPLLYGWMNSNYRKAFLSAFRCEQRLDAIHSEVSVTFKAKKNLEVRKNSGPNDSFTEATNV
PTEN del growth = suppresses growth of cells with PTEN deletion | viability, % at 10 µM | HCT116 PTEN-null viability, CellTiter-Glo, 60 h; hits give low values | 1.2% of 140,000 active | AID 827;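 active = viability at or below a set limit, 4 SD under the median of all tested compounds, cut at about 3.7% in these data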;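 note: PTEN knockout HCT116 line with beta catenin targeted HCT116 as companion control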
MRP-1 activ = activators of MRP-1 | H69AR cells + doxorubicin, viability rescue, CellTiter-Glo | AID 799 | viability increase, % at 10 µM | 0.61% of 140,000 active;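 active = viability gain under doxorubicin at or above a set limit, the compound median plus 3 SD, cut at about 4.7% in these data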;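 note: MRP-1 overexpressing cells given doxorubicin 25 µM after compound pretreatment; 18-22 h compound pretreatment then 72 h with doxorubicin before readout; 0% = doxorubicin-only wells and 100% = vehicle-treated cells without doxorubicin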
Phagocytosis inh = blocks phagocytosis by macrophages; J774A.1 macrophage IgG-bead phagocytosis, imaging; inhibition, % at 5 µM; 0.07% of 110,000 active; AID 1029;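 active = inhibition above the mean of the plate negative controls plus 5 SD, cut at about 13% in these data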;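 note: phagocytic index as fraction of beads internalized from green versus red external bead signal; plate controls were DMSO negative control for no effect and cytochalasin-D positive control for full effect; some results beyond the cut were filed as inactive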
E-sel TNF inh = TNF alpha driven E-selectin expression inhibition | HUVEC TNFa-induced E-selectin immunofluorescence, high content | inhibition, % at 2 µM | 0.71% of 120,000 active;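 active = inhibition above the batch mean plus 3 SD, and confirmed as a hit on visual image review, cut at about 43% in these data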;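 note: 0% = TNF-stimulated DMSO wells and 100% = unstimulated control wells; not every result past the cut was called active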
Yeast growth inh = chemicals that inhibit yeast BB579 growth in restrictive medium (lifespan-shortening candidates); S. cerevisiae BB579 growth, OD615, 48 h; inhibition, % at 10 µM; 0.51% of 140,000 active; AID 804;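 active = inhibition above a set limit, 3 SD over the mean compound inhibition, cut at about 44% in these data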; note: inactives centre near -24
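Test system: S. cerevisiae DeaD strain BB579 yeast; Medium: restrictive CSMM-D medium; Compound: one dose, 10 µM compound with 0.25% DMSO; Incubation: 4 h cell preincubation, 48 h compound exposure, 30 °C humidified; Signal: OD at 615 nm; Benchmarks: amphotericin B at 10 µg/mL as positive control.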
GALR2 antag = blocks the human galanin receptor 2 | GALR2-expressing cells, antagonist mode | O43603 | 0.39% of 140,000 active | inhibition, % at 4 µM; in the data active = inhibition above about 27%;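 note: cells stimulated with galanin 1-16 at roughly its EC80; 0% = agonist challenge control and 100% = basal control without agonist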
Target sequence (O43603 whole entry, looked up): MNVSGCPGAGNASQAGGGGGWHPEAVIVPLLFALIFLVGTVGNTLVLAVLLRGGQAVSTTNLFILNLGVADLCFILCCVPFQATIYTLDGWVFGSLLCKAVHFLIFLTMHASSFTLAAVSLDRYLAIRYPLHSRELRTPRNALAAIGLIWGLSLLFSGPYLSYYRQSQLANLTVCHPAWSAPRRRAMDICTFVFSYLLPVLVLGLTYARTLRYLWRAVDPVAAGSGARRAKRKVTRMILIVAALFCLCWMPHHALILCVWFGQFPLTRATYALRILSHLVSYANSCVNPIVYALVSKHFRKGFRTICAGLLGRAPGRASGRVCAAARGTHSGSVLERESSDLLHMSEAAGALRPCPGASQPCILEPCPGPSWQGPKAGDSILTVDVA
Active calls of the source: *; · = no result given. The order is random (roughly 6.1% active in at least one column).

Molecule,bCat KO growth,Measles CPE,Yeast life ext,NPY-Y2 antag,PTEN del growth,MRP-1 activ,Phagocytosis inh,E-sel TNF inh,Yeast growth inh,GALR2 antag
Nc1cc(=O)nc(SCC(=O)NCc2ccccc2)n1CCc1ccccc1,92,5,-5,-2,97,-0.5,2,23,-23,-1
CC(=O)Nc1cccc2c1C(=O)NC2=O,92,10,-30,1,99,-0.5,0,-51,6,-13
CCOC(=O)N1CCC(N2CC34C=CC(O3)C(C(=O)O)C4C2=O)CC1 (centres undefined),91,21,-7,3,86,-0.2,2,·,-24,6
CCOC(=O)C(NC(=O)NCc1ccccc1OC)(OCC)C(F)(F)F (centres undefined),91,8,19,-1,100,-0.8,·,·,-25,-3
CCOC(=O)c1cnn(CCOC(=O)c2cccs2)c1NC(=O)c1cccs1,90,13,-2,1,92,-4.3,-5,2,-40,3
O=C(COC(=O)c1oc2ccccc2c1CSc1ccc(Cl)cc1)NC1CCCC1,69,7,1,17,65,-2.5,-2,2,-20,-13
COc1ccc2nc(C)cc(SCC(=O)N/N=C/c3c(OC)ccc4ccccc34)c2c1,13,21,2,2,9,-4.9,-7,-16,-16,5
CCn1nnnc1SCC(=O)Nc1sc(C)c(C)c1C#N,92,24,-7,3,84,-4.9,·,-17,-35,-2
CC(=O)c1ccc(NC(=O)CC(NCCC2=CCCCC2)C(=O)O)cc1 (centres undefined),93,10,-4,3,92,-1.2,-5,·,-9,8
C=CCSc1ncccc1C(=O)O,94,12,-11,2,108,0.4,0,-38,-25,6
CC(NC(=O)C(=O)NN=C1CCC(C(C)(C)C)CC1)c1ccccc1 (centres undefined),99,8,1,1,107,-0.6,3,-11,-51,9
Cc1cc(C)c2nc(N3CCCC(C(=O)NCCCN4CCOCC4)C3)sc2c1 (centres undefined),79,2,-8,-1,85,-3.2,·,-2,15,-13
CCOC(=O)CN1C(=O)C(O)(c2c(C)[nH]c3ccccc23)c2ccccc21 (centres undefined),88,4,0,0,74,-2.3,-2,8,-38,19
O=C(CNC(=S)N(CCCN1CCOCC1)Cc1cccs1)NCCCN1CCOCC1,101,27,-3,1,99,-0.1,-14,-26,22,12
COc1ccccc1/C=N/NC(=O)c1ccc(-c2ccccc2)cc1,91,35,-3,7,84,-3.2,-9,·,-21,-1
CC1(C)CC(=O)c2cc(C(=O)O)c(=O)n(-c3ccccc3)c2C1,106,14,-4,6,110,-0.2,·,11,-24,1
COc1ccc(/C(N)=C/C(=O)C(C)(C)C)cc1,101,4,-7,-2,104,2.9,·,-4,-28,12
Cc1ccccc1N/C(SCc1ccc(Cl)cc1)=C(/C#N)C(=O)NCc1ccco1,62,26,4,12,57,-5.3,0,18,-29,3
O=C(CCCC(=O)N(CC(=O)NC1CCCC1)Cc1ccccc1Cl)Nc1ccccn1,91,12,-2,1,94,-2.2,1,·,-23,-10
O=C(CS(=O)(=O)c1cn(Cc2ccccc2Cl)c2ccccc12)N1CCOCC1,80,3,·,1,79,-1.9,·,14,-19,1
CCOC(=O)C1CCN(CC(O)COc2ccc(C(C)=O)cc2)CC1 (centres undefined),97,32,-4,3,99,-3.0,0,·,-11,5
CC(C)(CN=C1NS(=O)(=O)c2ccccc21)CNC(=O)CN1C(=O)c2ccccc2C1=O,95,7,-4,-1,95,0.2,-2,7,-32,7
Cc1ccccc1-n1c(=O)cc(N2CCN(C(=O)c3ccco3)CC2)[nH]c1=O,86,2,-3,3,94,-2.2,·,·,-32,-2
Cc1ccc(NC(=O)C(C)OC(=O)CCNS(=O)(=O)c2ccc(C)cc2)cc1 (centres undefined),99,15,-1,0,103,0.5,-2,-13,1,8
Cc1ccc(C(=O)CC(=O)c2cc(Cl)ccc2O)cc1,66,2,-12,7,64,-1.8,0,14,-67,-6
Cc1nn(CC(=O)OCC(=O)Nc2c(C(C)C)cccc2C(C)C)c(C)c1[N+](=O)[O-],91,4,0,4,89,-1.1,-1,-17,-16,-2
COc1cccc(C(=O)COc2ccc3c(C)c(Cc4ccccc4)c(=O)oc3c2C)c1,37,4,-2,6,51,-4.0,-16,24,-32,-4
C=CCSc1n[nH]c(-c2ccccc2)n1,95,26,-14,-1,99,0.8,1,-12,0,-7
Cc1cccc(-c2noc(CN(C(=O)/C=C/c3ccccc3Cl)C(C)C)n2)c1,91,10,3,13,90,-1.7,-4,2,-53,2
Cc1ccc(-n2nc(CN3CCOCC3)c(-c3ccccc3)c2N)cc1Cl,78,4,-5,5,70,-3.1,-2,·,4,-5
Cc1cc(=O)[nH]c(SCc2nc3ccc([N+](=O)[O-])cc3[nH]2)n1,102,2,-3,4,94,-1.2,-9,·,-24,12
C=CCSc1nc2sc3c(c2c(=O)n1CC)CCc1ccccc1-3,88,3,-3,3,92,-3.0,0,·,-30,1
COc1ccc(C(C)=O)cc1CSc1nncn1-c1ccccc1,94,27,1,3,102,-0.9,-13,-14,-33,-10
CC(=O)c1cccc(N(CC(=O)Nc2cccnc2)S(C)(=O)=O)c1,97,1,-5,0,109,-0.1,-1,14,-12,4
CC(C)COc1ccc(C(=O)Nc2ccc(NC(=O)c3ccco3)c(Cl)c2)cc1,39,5,-14,5,41,-1.5,·,27,-46,-6
N#CC1=C(Nc2ccccc2)SC=C(c2ccc(Br)cc2)N=C1N1CCOCC1,70,8,-15,11,70,-1.4,·,·,-17,11
COc1ccc(-c2[nH]c(-c3ccc(C)cc3)nc2SCC(=O)NC2CCCC2)cc1,48,8,2,0,45,-3.1,·,11,-24,4
Cc1cc(C)cc(OCC(=O)NC2CCCc3ccccc32)c1 (centres undefined),42,2,-1,1,52,-2.8,-8,-6,-7,-1
O=C(Oc1ccccc1-c1nnco1)c1ccccc1,97,14,-19,-2,105,-1.5,0,-14,-14,8
O=C(COC(=O)c1cc(-c2ccccc2)nc2ccccc12)Nc1ccc2c(c1)OCO2,87,4,-2,1,117,1.3,0,-9,-20,1
Cc1ccc(C(=O)N(CN2CCCC2=O)c2ccccc2)cc1C,89,4,-1,0,89,-2.4,·,·,13,1
CC1CN(C(=S)NC(=O)C2CCCCC2)CC(C)O1 (centres undefined),94,2,-1,2,93,-0.9,·,-7,-8,2
CCOC(=O)c1cc2c(n(-c3ccccc3)c1=O)CC(C)(C)CC2=O,105,3,-20,-2,88,-3.6,1,10,-20,-3
COc1cc(/C=N\Nc2nc3ccccc3o2)cc(OC)c1OC,81,12,·,5,71,1.6,·,-12,1,9
CC(=O)N[C@H]1C[C@@H]1c1ccccc1,108,8,-3,2,102,-0.3,0,-9,-24,-7
Cc1ccc(CSc2nnc(-c3ccc(NS(=O)(=O)c4ccccc4)cc3)o2)cc1,91,17,-3,9,90,-1.6,·,·,-21,-17
CCCc1cc(=O)n2c([nH]c3ccccc32)c1C#N,80,5,-4,9,80,0.1,3,1,-10,-1
Cc1nn(-c2ccccc2)c(C)c1CCC(=O)O,96,11,-6,-1,91,-3.6,-1,·,-21,11
COc1ccc(-c2nc(C#N)c(N3CCOCC3)o2)cc1OC,92,29,-31,0,79,-1.0,-2,-25,-6,-2
CCCCCCCC(=O)Nc1ccc(S(=O)(=O)Nc2nccs2)cc1,100,3,3,1,103,-2.3,-1,-6,-10,-2
c1ccc(Cc2nnc(-c3ccccc3)o2)cc1,59,2,-16,135*,58,-0.3,0,-8,-40,-13
CC(C)Oc1ccc(Cc2c(O)nc(NCCCN(C)C)[nH]c2=O)cc1,91,28,-4,6,97,-2.0,·,-22,9,5
Cc1cccc(C(=O)N2CCN(c3ccc(C(F)(F)F)cn3)CC2)c1C,71,7,2,4,74,-1.3,1,7,-30,11
CCOC(=O)c1ccc(NC(=O)CCc2nc(-c3ccccc3Cl)no2)cc1,29,0,-8,2,36,-4.8,-1,·,-51,4
COc1ccc(N2CC(=O)N(c3ccccc3)C2=S)cc1,88,7,1,0,97,0.3,2,-7,-58,2
CC(=O)Nc1sc(NC(=O)c2ccccc2)nc1-c1cccs1,105,4,8,4,90,-0.6,-1,-24,-35,13
O=C(CCNc1cc(Cl)cc(Cl)c1)c1cccs1,74,45*,-28,3,76,-2.3,·,-77,-42,0
Cc1ccc(NC(=O)CCSCCC(=O)Nc2ccc(C)c(C)c2)cc1C,88,22,-23,-4,89,-2.2,·,6,-16,-8

Not a retest: ten of the compounds above.
Molecule,bCat KO growth,Measles CPE,Yeast life ext,NPY-Y2 antag,PTEN del growth,MRP-1 activ,Phagocytosis inh,E-sel TNF inh,Yeast growth inh,GALR2 antag
Cc1ccc(CSc2nnc(-c3ccc(NS(=O)(=O)c4ccccc4)cc3)o2)cc1,91,17,-3,9,90,-1.6,·,·,-21,-17
CCCc1cc(=O)n2c([nH]c3ccccc32)c1C#N,80,5,-4,9,80,0.1,3,1,-10,-1
Cc1nn(-c2ccccc2)c(C)c1CCC(=O)O,96,11,-6,-1,91,-3.6,-1,·,-21,11
COc1ccc(-c2nc(C#N)c(N3CCOCC3)o2)cc1OC,92,29,-31,0,79,-1.0,-2,-25,-6,-2
CCCCCCCC(=O)Nc1ccc(S(=O)(=O)Nc2nccs2)cc1,100,3,3,1,103,-2.3,-1,-6,-10,-2
c1ccc(Cc2nnc(-c3ccccc3)o2)cc1,59,2,-16,135*,58,-0.3,0,-8,-40,-13
CC(C)Oc1ccc(Cc2c(O)nc(NCCCN(C)C)[nH]c2=O)cc1,91,28,-4,6,97,-2.0,·,-22,9,5
Cc1cccc(C(=O)N2CCN(c3ccc(C(F)(F)F)cn3)CC2)c1C,71,7,2,4,74,-1.3,1,7,-30,11
CCOC(=O)c1ccc(NC(=O)CCc2nc(-c3ccccc3Cl)no2)cc1,29,0,-8,2,36,-4.8,-1,·,-51,4
COc1ccc(N2CC(=O)N(c3ccccc3)C2=S)cc1,88,7,1,0,97,0.3,2,-7,-58,2
